Compound activity (PubChem)
SSB-PriA inh: inhibitors of Klebsiella pneumoniae PriA binding to SSB C-terminal tail, primary screen, biochemical, AlphaScreen. AlphaScreen SSBct-PriA binding, biotinylated peptide. actives 0.6% (n = 430,000). PriA–SSB C-terminal tail interaction (Klebsiella pneumoniae). inhibition, % at 33 µM; in the data active = inhibition mostly above about 37%, no sharp cut-off; inactive = mostly below about 20%;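 note: plate controls were negative control peptide for no effect and reference peptide for full effect; strong numbers were not always called active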
3CLpro inhibitor: SARS-CoV 3CLpro protease inhibitors, primary screen, biochemical, quenched FRET; Replicase polyprotein 1ab (Severe acute respiratory syndrome coronavirus), P0C6X7; recombinant SARS-CoV 3CLpro, quenched FRET peptide cleavage; inhibition, % at 6 µM; actives 0.14% (n = 290,000); in the data active = inhibition above about 12%
Mtb FBA inh: Mtb FBA enzyme inhibitors, primary screen, biochemical, fluorescence, strain H37Rv; AID 588726, 2011; Fructose-bisphosphate aldolase (Mycobacterium tuberculosis (strain ATCC 25618 / H37Rv)), …; inhibition, % at 1 µM; purified M. tuberculosis FBA, fluorescence read-out; actives 2.3% (n = 360,000); in the data active = inhibition above about 27%;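 note: 0% = vehicle and 100% = reference inhibitor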
BH1578 lux ind: inducers of Vibrio cholerae quorum light production without autoinducers, primary screen, BH1578 luxS cqsA deficient, single point; V. cholerae BH1578 lux reporter, luminescence, 6 h; activation, % at 18.7 µM; actives 0.16% (n = 350,000); in the data active = activation mostly above about 9.7%, no sharp cut-off; note: not every result past the cut was called active; inactives centre near 0; reference of the scale not given here
Rv3671c inh: Rv3671c serine protease inhibitors, primary screen, biochemical, fluorescence polarization, M. tuberculosis H37Rv. inhibition, % at 5.96 µM. P9WHR9. actives 0.048% (n = 320,000). AID 2606, 2010; in the data active = inhibition above about 38%;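 note: extracellular domain of Rv3671c used as enzyme; 0% = enzyme with DMSO and 100% = no enzyme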
Target sequence (P9WHR9 whole entry, looked up, the tested form may be a part): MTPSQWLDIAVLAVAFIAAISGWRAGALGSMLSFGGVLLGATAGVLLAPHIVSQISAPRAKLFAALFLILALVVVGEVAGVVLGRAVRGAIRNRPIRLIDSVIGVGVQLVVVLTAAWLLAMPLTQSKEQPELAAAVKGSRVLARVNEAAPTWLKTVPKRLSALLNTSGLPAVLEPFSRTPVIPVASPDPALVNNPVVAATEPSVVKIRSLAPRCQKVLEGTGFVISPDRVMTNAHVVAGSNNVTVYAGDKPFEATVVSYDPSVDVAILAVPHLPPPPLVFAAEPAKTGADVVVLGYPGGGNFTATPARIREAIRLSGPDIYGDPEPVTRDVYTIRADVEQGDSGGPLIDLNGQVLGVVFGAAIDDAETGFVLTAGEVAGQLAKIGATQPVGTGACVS
DUSP3 inh: VHR1 phosphatase inhibitors, primary screen, biochemical, absorbance, uHTS | Dual specificity protein phosphatase 3 (Homo sapiens), P51452 | recombinant VHR phosphatase, pNPP absorbance | inhibition, % at 13.3 µM | actives 0.52% (n = 290,000) | AID 1654, 2009; in the data active = inhibition above about 50%; note: some compounds called inactive have numbers as strong as hits
Target sequence (P51452 whole entry, looked up): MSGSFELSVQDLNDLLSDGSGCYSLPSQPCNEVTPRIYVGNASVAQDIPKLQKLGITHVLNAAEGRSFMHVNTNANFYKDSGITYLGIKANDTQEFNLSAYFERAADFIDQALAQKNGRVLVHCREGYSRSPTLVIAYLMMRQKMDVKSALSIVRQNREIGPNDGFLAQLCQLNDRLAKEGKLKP
BioA inh: M. tuberculosis BioA enzyme inhibitors, primary screen, biochemical, plate reader, single point, HTS; purified M. tuberculosis BioA enzyme; inhibition, % at 9.99 µM; actives 0.096% (n = 360,000); in the data active = inhibition above about 40%
Mtb UGM inh: M. tuberculosis UGM enzyme inhibitors, primary screen, biochemical, fluorescence polarization, single point; actives 0.06% (n = 320,000); purified UGM, fluorescence polarization probe displacement; UDP-galactopyranose mutase (Mycobacterium tuberculosis (strain ATCC 25618 / H37Rv)), …; inhibition, % at 10 µM; in the data active = inhibition above about 10%, passing the limit was not always enough
Target sequence (P9WIQ1 whole entry, looked up): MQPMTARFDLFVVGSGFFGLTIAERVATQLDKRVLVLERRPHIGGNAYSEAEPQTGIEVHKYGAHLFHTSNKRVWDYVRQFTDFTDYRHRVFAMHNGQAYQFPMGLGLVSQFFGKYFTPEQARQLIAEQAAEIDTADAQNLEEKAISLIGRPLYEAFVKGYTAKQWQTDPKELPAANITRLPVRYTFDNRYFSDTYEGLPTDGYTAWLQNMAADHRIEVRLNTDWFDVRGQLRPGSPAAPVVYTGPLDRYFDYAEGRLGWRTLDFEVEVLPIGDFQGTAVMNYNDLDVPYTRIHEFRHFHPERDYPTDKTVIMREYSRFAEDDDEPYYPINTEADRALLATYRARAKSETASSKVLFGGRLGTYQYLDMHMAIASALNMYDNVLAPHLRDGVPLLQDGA
MazEF act: activators of E. coli MazEF toxin-antitoxin RNase, primary screen, biochemical, fluorescence, uHTS; Endoribonuclease toxin MazF (Escherichia coli (strain K12)), P0AE70; FAM/BHQ RNA-DNA oligo cleavage fluorescence, 5 h; activation, % at 20 µM; actives 0.32% (n = 350,000); in the data active = activation above about 50%
GDH-TPI inh: GDH-TPI coupling enzyme inhibitors, primary screen, artefact control for M. tuberculosis FBA inhibitor project, biochemical, absorbance, full deck. GDH-TPI coupled enzyme counterscreen, NADH absorbance. inhibition, % at 4.8 µM. actives 1.2% (n = 360,000). AID 588335, 2011; in the data active = inhibition above about 30%;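 note: 0% = DMSO wells and 100% = wells lacking the enzyme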
Starred values were filed as active, the others as inactive; i = inactive; / = not tested or not shown; & = joins results of further samples.

SMILES	SSB-PriA inh	3CLpro inhibitor	Mtb FBA inh	BH1578 lux ind	Rv3671c inh	DUSP3 inh	BioA inh	Mtb UGM inh	MazEF act	GDH-TPI inh
Cc1ccc(NS(=O)(=O)c2cc(C(=O)NCc3ccncc3)ccc2C)cc1	-1.9	-4.4	-0.8	-0.3	/	22.6	1.7	-0.3	2.0	5.2
CN(C)CCNc1ncnc2c1ncn2[C@H]1CN(Cc2cccs2)C[C@@H](CO)O1	/	/	3.2	0.1	/	/	-1.2	/	/	7.3
CCN(CC)C(=O)C1CCCN(C/C=C/c2ccccc2)C1 (centres undefined)	-8.3	-2.2	1.0	i	-10.5	-5.4	-0.6	-1.5	-15.1	0.0
COc1ccc(C(=O)NC2CC2)cc1OC1CCN(Cc2cc(C)cc(C)c2)CC1	4.9	4.1	-3.4	i	-0.9	22.9	0.7	1.8	4.2	-15.9
CCn1nc(C(=O)Nc2nc3ccc(C)cc3s2)c2ccccc2c1=O	-11.1	-1.9	-0.3	i	-1.5	2.0	-1.6	-0.7	-1.2	13.0
COc1ccccc1NC(=S)NC(=O)c1ccc(Cn2cc(Br)cn2)cc1	-19.1	1.7	2.4	0.0	-3.5	-2.2	/	-3.5	-5.2	12.8
CN(CCO)c1nc(N)c2c(N)nc3c(c2c1C#N)CC(=O)N3Cc1cccs1	2.0	1.9	15.4	-0.3	0.1	29.8	0.4	-0.3	3.1	-1.9
COc1cc(CNCCNCC(C)O)ccc1OCc1ccc(Cl)nc1 (centres undefined)	-8.2	-6.0	0.8	-0.4	-7.8	-11.3	0.0	1.2	6.9	-3.0
CC1CCN(S(=O)(=O)c2cn(CC(=O)N3CCN(c4cccc(C(F)(F)F)c4)CC3)cn2)CC1	0.2	1.9	-4.8	0.4	-6.8	10.7	0.5	-0.7	4.1	2.6
COc1cc(-c2noc(C)c2C#CC2(O)CCCCC2)cc(OC)c1OC	-36.5	-0.2	0.0	-0.4	-6.7	21.2	0.3	-0.7	2.9	6.7
CC(=O)c1ccc(OCCn2cnc3ccccc32)cc1	1.9	-3.3	-2.1	-0.3	1.4	7.4	/	3.1	2.5	-10.6
CCC1(c2ccc(F)cc2)NC(=O)NC1=O (centres undefined)	3.5	4.1	-1.4	-1.3	0.3	40.7	-2.8	-2.0	8.2	-13.5
COCCN1CC(O)=C(c2nc3ccccc3c(=O)[nH]2)C1=N	-26.8	-1.0	45.6*	i	-3.7	13.2	-4.8	1.0	10.8	20.2
COc1ccc(-c2cn3cccnc3n2)cc1NC(=O)c1cc(OC)c(OC)c(OC)c1	-8.0	-10.7	32.2*	1.6	3.3	24.4	/	-1.0	12.3	19.5
O=C(NCc1nc(-c2ccccc2)no1)c1cccs1	-12.0	2.6	-1.1	179.2*	-3.9	-14.0	1.1	-2.5	11.1	-2.8
Cc1ccc(-c2csc(C(O)c3cccc(Cl)c3)n2)cc1C (centres undefined)	/	/	-3.0	-0.3	/	/	-0.2	/	/	0.0
COC(=O)C1=CN(c2ccc(F)cc2)C=C(C(=O)OC)C1c1ccc(O)cc1	-11.6	3.3	70.8*	i	1.4	/	4.6	4.5	7.2	9.3
CCN(CC(=O)Nc1cc(C)nn1-c1nc(C)cc(C)n1)Cc1ccccc1	-1.3	0.9	1.4	-0.3	-3.4	37.4	9.2	0.6	12.1	-0.9
Oc1cccc2c(-c3nn[nH]n3)ccnc12	54.0*	/	-6.3	i	3.3	/	-0.4	4.2	5.6	9.5
Cc1cccc(C(C)C)c1NC(=O)c1cccnc1	-3.7	-1.6	-0.4	i	-4.3	-3.9	-1.4	-1.9	5.6	2.7
O=c1ncn(C2CCCCC2)c(=O)[nH]1	-3.3	/	2.5	-0.8	/	/	-1.0	/	1.0	8.2
CN1CCN(NS(=O)(=O)c2ccc(Cl)cc2)CC1	-12.5	-0.5	-3.6	-0.3	2.7	-6.8	-1.8	3.7	-3.0	3.9
CC1CCc2nn(CC(=O)N3CCc4ccccc43)cc2C1 (centres undefined)	-7.1	2.7	-0.6	-0.2	3.7	20.8	-1.9	0.8	-6.3	2.0
Cc1cc(Cl)ccc1OCC(=O)OCC(=O)Nc1cccnc1Cl	-2.8	/	1.6	i	1.0	/	-2.6	/	-2.0	5.7
CC(C)(C)OC(=O)N/N=C/c1cc(N=Nc2ccccc2)ccc1O	/	4.0	-4.2	-0.3	7.8	32.7	/	2.7	14.6	14.7

Among those listed so far, these have fluorine.
SMILES	SSB-PriA inh	3CLpro inhibitor	Mtb FBA inh	BH1578 lux ind	Rv3671c inh	DUSP3 inh	BioA inh	Mtb UGM inh	MazEF act	GDH-TPI inh
CC1CCN(S(=O)(=O)c2cn(CC(=O)N3CCN(c4cccc(C(F)(F)F)c4)CC3)cn2)CC1	0.2	1.9	-4.8	0.4	-6.8	10.7	0.5	-0.7	4.1	2.6
CCC1(c2ccc(F)cc2)NC(=O)NC1=O (centres undefined)	3.5	4.1	-1.4	-1.3	0.3	40.7	-2.8	-2.0	8.2	-13.5
COC(=O)C1=CN(c2ccc(F)cc2)C=C(C(=O)OC)C1c1ccc(O)cc1	-11.6	3.3	70.8*	i	1.4	/	4.6	4.5	7.2	9.3

Going on with the list.
SMILES	SSB-PriA inh	3CLpro inhibitor	Mtb FBA inh	BH1578 lux ind	Rv3671c inh	DUSP3 inh	BioA inh	Mtb UGM inh	MazEF act	GDH-TPI inh
CCCNC(=O)C1(C)CCN(C(=O)c2cccc(OC(F)(F)F)c2)C1 (centres undefined)	/	/	-1.2	-0.5	/	/	-0.7	/	/	-0.9
CCOc1c([N+](=O)[O-])cc2c(C)c(C(=O)N3CCN(C)CC3)oc2c1OCC	4.4	-2.1	-1.1	1.2	3.0	2.1	1.1	-0.2	14.6	4.3
COc1cc(OC)c(C2N(c3ccccn3)C(=O)C3CCCN32)cc1OC (centres undefined)	-6.3	-3.0	4.7	0.5	6.4	7.1	-0.9	-0.1	4.9	20.1
Cc1cccc(OCC(=O)OCC(=O)Nc2ccc(Cl)cn2)c1	-1.4	/	-1.4	i	-7.5	/	4.0	0.4	-0.1	-2.8
O=C(COC(=O)c1cnc(Cl)c(Cl)c1)c1ccc(F)cc1	2.4	/	-1.5	-0.4	4.4	/	1.3	-1.2	-6.8	-2.5
CN(C)c1cc[n+](CC(=O)Nc2ccc(Cl)c([N+](=O)[O-])c2)cc1	-15.3	-1.5	0.5	0.4	-4.0	-10.4	-1.1	-0.8	6.0	-4.3
COC(=O)c1ccccc1NC(=O)COC(=O)CSCC(=O)N1CCOCC1	-8.3	-0.5	-2.1	i	-3.7	1.0	-2.3	1.4	1.6	-1.9
COc1ccc(NC(=O)N(C)C[C@@H]2OCc3cnnn3CCCC(=O)N([C@@H](C)CO)C[C@H]2C)cc1	/	/	1.2	1.0	/	/	-1.0&-0.7	/	8.3	-8.2
CCc1ccc2nc(Nc3nc(COC)cc(=O)[nH]3)nc(C)c2c1	-1.3	1.9	0.4	6.3	0.7	23.7	/	0.6	-2.5	4.5
O=C(NCc1nc(-c2ccccc2)no1)c1ccc2c(c1)OCO2	-1.5	2.9	4.7	-0.5	-1.3	1.4	0.1	-1.1	7.8	4.1
CC1(Oc2cnc(Cl)c3ccccc23)CCN(Cc2ccc(OC(F)(F)F)cc2)C1 (centres undefined)	/	/	19.4	-0.4	/	/	-1.1	/	/	3.1
CCc1nn(CC(=O)N2CCC3(CC2)OCCO3)c(=O)c2cccn12	-20.2	1.7	0.6	-0.1	-0.4	1.8	-3.0	0.0	-3.9	9.2
O=C(CSc1nnc(-c2cccs2)o1)N1CCOCC1	-7.3	-4.2	-1.0	i	/	-15.7	/	/	3.1	-1.7
O=C1NCCCc2c1oc1cc(Br)c(O)c(Br)c21	-5.0	0.3	-1.1	-0.3	6.5	-13.1	1.1	-0.5	6.5	21.4
O=C(C[C@@H]1C/C=C\C[C@H](Cc2ccc(F)cc2)C(=O)OC[C@@H]2CCCN2C1=O)N[C@H](CO)Cc1ccccc1	/	/	5.6	-0.8	4.4	/	0.2	-2.2	0.4	7.2
COc1cc(NS(=O)(=O)c2ccc(NC(=S)NC(=O)/C=C/c3ccco3)cc2)ncn1	-4.0	4.4	-2.1	-0.3	/	6.0	-2.0	/	-27.0	11.9
O=C(COC(=O)c1cc(S(=O)(=O)N2CCOCC2)ccc1F)c1ccccc1	-2.0	/	-1.9	i	8.4	/	-1.0	0.2	-1.6	-1.4
CCOc1ccc(Br)cc1S(=O)(=O)NCc1ccc(S(N)(=O)=O)cc1	-0.1	1.2	0.5	-0.1	3.4	-7.1	/	-2.0	2.0	-2.4
CCCc1cc(C(=O)N(C)CC(=O)Nc2ccc(OCC)c(OCC)c2)sc1C	5.4	/	3.9	-0.2	14.7	/	0.6	-3.0	-0.2	14.5
O=C(CN1CCCCCC1)Nc1ccc(S(=O)(=O)N2CCOCC2)cc1	-15.4	5.3	3.0	-2.4	13.2	28.2	/	1.0	1.8	5.6
Cc1cc(N2CCOCC2)c(F)cc1C(=O)c1ccccc1	-38.7	-2.1	0.0	-0.3	3.1	-0.7	1.7	-0.2	-1.3	-0.9

Entries shown so far with a thiophene ring, fused or not (5):
SMILES	SSB-PriA inh	3CLpro inhibitor	Mtb FBA inh	BH1578 lux ind	Rv3671c inh	DUSP3 inh	BioA inh	Mtb UGM inh	MazEF act	GDH-TPI inh
CN(C)CCNc1ncnc2c1ncn2[C@H]1CN(Cc2cccs2)C[C@@H](CO)O1	/	/	3.2	0.1	/	/	-1.2	/	/	7.3
CN(CCO)c1nc(N)c2c(N)nc3c(c2c1C#N)CC(=O)N3Cc1cccs1	2.0	1.9	15.4	-0.3	0.1	29.8	0.4	-0.3	3.1	-1.9
O=C(NCc1nc(-c2ccccc2)no1)c1cccs1	-12.0	2.6	-1.1	179.2*	-3.9	-14.0	1.1	-2.5	11.1	-2.8
O=C(CSc1nnc(-c2cccs2)o1)N1CCOCC1	-7.3	-4.2	-1.0	i	/	-15.7	/	/	3.1	-1.7
CCCc1cc(C(=O)N(C)CC(=O)Nc2ccc(OCC)c(OCC)c2)sc1C	5.4	/	3.9	-0.2	14.7	/	0.6	-3.0	-0.2	14.5

Some of the compounds tested (hit frequency here may not be typical).
